Source: PubChem (National Center for Advancing Translational Sciences (NCATS))
RORgamma inh = inhibitors of mouse ROR gamma transcriptional activity; Potency, µM (top dose mostly 53.6 µM), inactives show top-dose activity change, negative = inhibition, hits mostly inhibitors; Drosophila S2 Gal4-RORgamma UAS-luciferase reporter, 20 h; hit rate 5.4% among 310,000; further: potency means the concentration at half of the fitted maximal effect; on the % scale 0 is the no-effect control and ±100 the full control effect; nearly all actives have a fitted effect of over 60% in size
Target sequence (P51450 whole entry, looked up, the tested form may be a part): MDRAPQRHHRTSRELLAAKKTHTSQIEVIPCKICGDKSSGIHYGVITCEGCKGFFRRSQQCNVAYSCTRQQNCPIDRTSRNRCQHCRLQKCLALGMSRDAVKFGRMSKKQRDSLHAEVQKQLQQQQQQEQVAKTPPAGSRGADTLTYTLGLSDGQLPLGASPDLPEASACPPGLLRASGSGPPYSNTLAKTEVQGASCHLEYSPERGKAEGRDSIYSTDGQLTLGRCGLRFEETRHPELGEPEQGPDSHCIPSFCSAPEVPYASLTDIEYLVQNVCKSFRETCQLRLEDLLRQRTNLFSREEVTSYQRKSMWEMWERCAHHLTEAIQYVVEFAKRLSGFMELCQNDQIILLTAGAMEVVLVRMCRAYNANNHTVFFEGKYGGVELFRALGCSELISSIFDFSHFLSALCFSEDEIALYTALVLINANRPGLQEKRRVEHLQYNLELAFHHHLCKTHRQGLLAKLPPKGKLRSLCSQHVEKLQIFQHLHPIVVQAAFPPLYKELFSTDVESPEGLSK
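Using a luciferase readout, inhibitors were identified by reduced reporter activity in Drosophila cells coexpressing a copper-inducible Gal4–ROR gamma fusion and UAS-driven Photinus luciferase, incubated 20 hr after 700 uM copper sulfate.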
BRCA1 expr up = activators of BRCA1 expression | Potency, µM (titrated, usually from 46.1 µM), for inactives: at the top dose activation, hits mostly activators | AID 624202 | hit rate 1.1% among 380,000 | MCF7-BRCA1-FFLuc reporter, luminescence, 48 h; response scale: scaled: vehicle 0%, 10 µM genistein 100%; further: potency means the concentration at half of the fitted maximal effect; nearly all actives have a fitted effect of over 80% in size; some results filed as inactive show a strong effect at the top dose
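Luminescence from a BRCA1-driven firefly luciferase in MCF7 cells was the read-out, taken 15 min after substrate addition following 48 h compound exposure at 37 °C. Data were normalized to a 10 microM genistein control and DMSO vehicle.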
ELG1 repair inh = inhibitors of ELG1-dependent DNA repair in HEK293T cells | HEK293T ELG1-luciferase reporter, luminescence, 16 h; DNA damage induced by 5-fluorouridine | Potency, µM (doses to about 46.1 µM), inactives show at the highest dose activity change, negative = inhibition, actives largely listed as inhibitors | hit rate 2.3% among 330,000; further: potency means the concentration at half of the fitted maximal effect; on the % scale 0 is the no-effect control and ±100 the full control effect; nearly all actives have a fitted effect of over 55% in size
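5-Fluorouridine DNA damage + compound/DMSO, 2,000 cells/well, 16 h, 37 °C/5% CO2. ONE-Glo, 30 min RT, luminescence. Readout = decrease in reporter signal.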
TRPV1 agonist = human TRPV1 agonism | activation, % at 8.33 µM | TRPV1-expressing cells, Fluo-8 calcium influx, agonist mode | hit rate 0.19% among 320,000; in the data active means activation above about 80%; inconclusive means between about 30% and that limit; further: 0% is about no effect
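Fluo-8 calcium influx in TRPV1-expressing cells, kinetic read (ex 480/em 520 nm). Compound added and read 3 min for agonist activity, followed by capsaicin at EC20 final and 2 min further read for enhancement.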
Rab9 promoter act = activators of Rab9 promoter; Huh7 Rab9 promoter-luciferase reporter, luminescence, 24 h; Potency, µM (top dose mostly 9.22 µM), inactives show at the top dose activation, negative = inhibition, hits mostly activators; hit rate 2.8% among 320,000; AID 485297; further: potency means the concentration at half of the fitted maximal effect; % of control where 0% means no effect; nearly all actives have a fitted effect of over 60% in size
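Steps: seed 1500 Huh7 Rab9-luc cells per well, rest 2 h at 37 °C; add compound in DMSO; incubate 24 h; add luciferase reagent, 10 min ambient; read luminescence.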
p53 reactivator = mutant p53 re-activation in reporter cells | H1299 p53-A138V BP100-luciferase reporter, luminescence, 24 h | Potency, µM (highest dose often 92.2 µM), for the others: at the top dose activity change, positive = activation, actives largely listed as activators | hit rate 0.063% among 320,000; further: potency means the concentration at half of the fitted maximal effect; % of control where 0% means no effect; nearly all actives have a fitted effect of over 45% in size
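H1299 (p53-null), stable ts p53-A138V + BP100-Luc; 1000 cells/well, Opti-MEM/10% FBS; cpd 4 pt, 1:5; 24 h, 37 deg C, 5% CO2; detection reagent 10 min RT; luminescence.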
FLuc modulator = firefly luciferase modulation, counter-screen for miR-21 project; P08659; purified FLuc, Km substrates, luminescence inhibition; Potency, µM (highest dose often 57.5 µM), without a hit: at the highest dose activity change, negative = inhibition, most hits filed as inhibitors; hit rate 6.9% among 360,000;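 further: potency means the concentration at half of the fitted maximal effect; plate controls were vehicle for no effect and reference inhibitor for full effect; nearly all actives have a fitted effect of over 55% in size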
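Purified P. pyralis luciferase, 10 nM final, with Km-level 10 uM D-luciferin and 10 uM ATP in 50 mM Tris acetate pH 7.5, 10 mM Mg acetate, 0.01% Tween-20, 0.05% BSA; 6-point qHTS titration about 60 µM downward; luminescence read.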
Gal4-VP16 FLuc = Gal4-VP16 reporter inhibition counter-screen; Drosophila S2 Gal4-VP16 UAS-luciferase, luminescence, 20 h; Potency, µM (top dose mostly 53.6 µM), for inactives: top-dose activity, negative = inhibition, usual class: inhibitors; hit rate 3.5% among 310,000; AID 2546;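 further: Gal4-VP16 expression switched on by copper sulfate through the metallothionein promoter; potency means the concentration at half of the fitted maximal effect; on the % scale 0 is the no-effect control and ±100 the full control effect; nearly all actives have a fitted effect of over 50% in size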
Tb PFK block = blocks T. brucei phosphofructokinase; Potency, µM (doses to about 57.5 µM), inactives show at the highest dose activity, negative = inhibition, actives largely listed as inhibitors; AID 485367; hit rate 0.17% among 330,000; O15648; T. brucei PFK, ADP-Glo luminescence;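 further: potency means the concentration at half of the fitted maximal effect; 0% = uninhibited 1x PFK enzyme wells and -100% = no-enzyme wells; nearly all actives have a fitted effect of over 60% in size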
Target sequence (O15648 whole entry, looked up): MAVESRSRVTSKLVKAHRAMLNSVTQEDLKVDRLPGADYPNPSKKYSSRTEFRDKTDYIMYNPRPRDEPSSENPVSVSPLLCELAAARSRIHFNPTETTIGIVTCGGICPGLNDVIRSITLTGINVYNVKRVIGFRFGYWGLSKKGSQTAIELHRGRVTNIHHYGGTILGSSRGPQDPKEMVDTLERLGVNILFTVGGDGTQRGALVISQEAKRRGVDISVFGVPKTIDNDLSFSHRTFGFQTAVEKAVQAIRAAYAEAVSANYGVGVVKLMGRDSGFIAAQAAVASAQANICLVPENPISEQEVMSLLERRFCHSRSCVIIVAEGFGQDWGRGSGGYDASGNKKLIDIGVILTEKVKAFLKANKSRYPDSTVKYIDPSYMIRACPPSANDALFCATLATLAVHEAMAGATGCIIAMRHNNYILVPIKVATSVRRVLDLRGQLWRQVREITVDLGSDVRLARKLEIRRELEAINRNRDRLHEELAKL
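Activity is normalized to no-enzyme wells (full inhibition) and 1.25 nM enzyme wells (no inhibition). Reaction: 0.5 mM F6P, 0.1 mM ATP, 45 min RT, ADP-Glo luminescence; concentration-response curves fitted and classed by quality.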
NPC1 prom act = NPC1 promoter activation. Huh7 NPC1 promoter luciferase reporter, 24 h. Potency, µM (series often up to 9.22 µM), for inactives: at the highest dose activation, usual class: activators. hit rate 2.4% among 320,000;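 further: potency means the concentration at half of the fitted maximal effect; % of control where 0% means no effect; nearly all actives have a fitted effect of over 60% in size; reporter is driven by a mutant NPC1 promoter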
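Stable NPC1-promoter luciferase Huh7 line; cpd (DMSO) 24 h, 37 °C, 5% CO2; Amplite luciferase reagent 10 min RT; luminescence readout. qHTS format.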
ELG1 genotox = inducers of genotoxicity in HEK293T ELG1-luciferase cells; HEK293T ELG1-luciferase reporter, luminescence, 16 h; Potency, µM (highest dose often 46 µM), for the others: at the highest dose activity change, positive = activation, most hits filed as activators; hit rate 1.3% among 330,000; further: potency means the concentration at half of the fitted maximal effect; % of control where 0% means no effect; nearly all actives have a fitted effect of over 60% in size
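DMSO vehicle served as control against compound-treated ELG1-luciferase HEK293T cells; exposure lasted 16 hr at 37 °C and 5% CO2, followed by ONE-Glo luminescence detection after 30 min.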
* hit, by the source's call; ? = inconclusive; · = no result given; [ ] = remark or other dose. Unless noted, the call rests on the fitted dose curve; in most records, active means well fitted curve in the direction sought with a large enough effect; inconclusive means small, poorly fitted or top-dose-only effect, or another doubt; inactive means no such curve, though single readings can be large; an effect the other way counts as inactive or inconclusive.

Each structure is followed by: RORgamma inh	BRCA1 expr up	ELG1 repair inh	TRPV1 agonist	Rab9 promoter act	p53 reactivator	FLuc modulator	Gal4-VP16 FLuc	Tb PFK block	NPC1 prom act	ELG1 genotox
- CC1CCCCC1NC(=O)COn1nnc2ccc(Cl)cc21 (centres undefined)
    -7%	-18%	-10%	7	-1%	1%	-1%	14%	-5%	-1%	0%
- Cc1ccc(S(=O)(=O)N(C)CC(=O)N2CCN(c3ccccn3)CC2)cc1
    16%	-15%	-19%	2	5%	-9%	10%	6%	13%	1%	-2%
- CCC1(CC)Cc2ccccc2-c2nc(CCl)[nH]c(=O)c21
    11µM*	-69%	22%	?	-2%	·	1%	?	1%	-5%	?
- CCCCN(C)CCN1C(=O)C2C(C(=O)Nc3ccc(OC)cc3)C3C=CC2(O3)C1C(=O)NC1CCCCC1 (centres undefined)
    16%	-26%	27%	1	-5%	-12%	2%	0%	-1%	6%	-2%
- CCNc1nc(Oc2ccc(C(=O)OC)cc2)nc(N(C)C)n1
    ?	-30%	-18%	1	-3%	-5%	3%	-6%	2%	0%	1%
- COc1ccc(/C=C/CN2CCC(CO)(Cc3ccccc3Cl)CC2)cc1
    -3%	-46%	4%	6	-1%	4%	-1%	-14%	-19%	3%	2%
- COc1ccc(NC(=O)C(=O)N2N=C(C(C)C)CC2(O)C(F)(F)F)cc1 (centres undefined)
    7.9µM*	17%	-3%	·	-2%	0%	0%	?	-4%	7%	0%
- N=c1c2c(-c3ccccc3)c(-c3ccccc3)oc2ncn1CCN1CCOCC1
    -27%	-78%[inhibitor]	?	-2	-1%	-14%	9%	-27%	1%	-6%	-14%
- C(=N\Nc1nc(N2CCCC2)nc(N2CCCC2)n1)/c1ccccc1OCc1ccccc1
    2.8µM*	33%	?	12	1%	-3%	-10%	-21%	-3%	3%	-9%
- Cc1cc(NC(=O)CSc2nccn2C)no1
    10%	-9%	-2%	-2	-2%	11%	2%	3%	-1%	1%	0%
- COc1ccc(NC(=O)C2CCN(S(=O)(=O)c3c(C)noc3C)CC2)cc1
    -1%	-13%	?	10	-4%	-3%	2%	4%	0%	-1%	2%
- O=C(CS(=O)c1ccc(C(F)(F)F)cc1[N+](=O)[O-])Oc1ccccc1 (centres undefined)
    -15%	-84%	?	-3	-1%	-7%	4%	0%	3%	16%	-31%[inhibitor]
- O=C(c1nc2ccccn2c1CNCCOc1cccnc1)N1CCOCC1
    16%	7%	7%	6	0%	0%	0%	3%	1%	3%	2%
- CCc1nc(SCCO)c2oc3ccccc3c2n1
    -15%	-12%	18%	27	5%	?	?	-13%	3%	-8%	1%
- CCOc1ccccc1N(CC(=O)Nc1ccc(C)cc1)S(C)(=O)=O
    -12%	1%	1%	2	-4%	-6%	1%	5%	3%	-4%	-6%
- CCc1cc2c(SCC(=O)NC(=O)c3cccn3C)ncnc2s1
    7%	-2%	1%	11	0%	-4%	2%	-6%	1%	2%	9%
- CCN1CCN=C1Nc1ccccc1
    ·	11%	?	-4	3%	-5%	0%	·	-3%	0%	-2%
- O=P(c1ccccc1)(c1ccccc1)c1nc(-c2ccc(Cl)cc2)oc1N1CCOCC1
    ?	-26%	?	?	-5%	-2%	-13%	-20%	-2%	1%	-14%
- Cc1ccnc(Nc2nc(-c3c(C)nc4sccn34)cs2)c1
    -82%	-1%[1.84 µM]	26µM*	-3	-4%	7%	8.5µM*	?	4%	11%	-6%
- COc1ccc(N=C(N)N=C(N)N)c(OC)c1
    -20%	-6%	11%	1	-1%	9%	0%	0%	-5%	0%	-1%
- CC1CCN(S(=O)(=O)c2nnc(NC(=O)COc3ccccc3)s2)CC1
    7%	-1%	1%	0	-1%	9%	2%	-11%	-3%	1%	-1%
- CC1CCc2c(sc3ncnc(NS(=O)(=O)c4cccs4)c23)C1 (centres undefined)
    21%	-37%	-3%	-1	2%	3%	15µM*	4%	3%	-3%	0%
- COc1ccc(CC2(C)OC(c3ccccc3)=NN2C(C)=O)cc1 (centres undefined)
    9%	13%	2%	?	0%	2%	-2%	-1%	0%	1%	-3%
- COc1ccc(C(=O)OCC[N+]2(C)CCCCC2)cc1
    -2%	-5%	3%	2	10%	-1%	2%	1%	-3%	-8%	14%
- O=C(NC1CCCCC1)N(Cc1nc2ccccc2c(=O)[nH]1)C1CCCC1
    16%[10 µM]	1%	-20%	13	-2%	0%	1%	2%	-1%	1%	-2%
- CCOc1ccc(N2C(=O)CC(N(CCc3ccc(OC)cc3)C(=O)/C=C/C(=O)O)C2=O)cc1 (centres undefined)
    2%	-5%	-2%	-3	2%	17%	-18%	12%	-5%	0%	-1%
- C=CCn1cc(CN2CCC(C(=O)Nc3cccc(-c4cccc(Cl)c4)c3)CC2)c(C)n1
    -39%	-68%	3%	4	1%	-5%	-2%	-4%	-4%	-2%	1%
- CC1CCN(Cc2cc(=O)oc3cc(O)c(Cl)cc23)CC1
    -24%	3%	1%	1	-5%	2%	3%	4%	0%	0%	-3%
- COc1ccc(CC(=O)Nc2ccc3nc(SC)sc3c2)cc1OC
    16%	15%	-8%	?	-3%	-3%	?	-8%	0%	1%	-5%
- COc1ccc(/C=N/NS(=O)(=O)c2ccc(F)cc2)cc1CN1CCSCC1
    9%	-10%	-13%	-2	-2%	-7%	2%	-8%	0%	-2%	-7%
- O=C(O)c1[nH]c2ccccc2c1C(c1cc(Cl)cc([N+](=O)[O-])c1O)c1c(C(=O)O)[nH]c2ccccc12
    5%	-6%	0%	4	0%	26%	-16%	1%	1%	2%	1%
- CN(Cc1ccccc1)C(=O)c1[nH]cnc1C(=O)NCC(=O)OC(C)(C)C
    ?	-3%	2%	0	-3%	-2%	0%	-27%	-2%	-1%	-1%
- COc1ccc(S(C)(=O)=O)cc1S(C)(=O)=O
    -18%	4%	0%	1	-12%	4%	0%	-3%	-4%	-2%	-20%
- CCCCNC(=O)CCn1c(=O)c2ccccc2n(CC(=O)NCCc2ccc(OC)c(OC)c2)c1=O
    -35%	21%	9%	1	10%	-6%	3%	-9%	4%	-3%	3%
- Cn1c(-c2nnn(-c3ccc(F)cc3)n2)cc2ccccc21
    ?	·	?	-1	4µM*	8%	1.3µM*	-10%	7%	?	5.2µM*
- CC1Cc2ccccc2N1C(=O)Cn1c(=O)oc2cc(S(=O)(=O)N3CCCCC3)ccc21 (centres undefined)
    ?	-6%	?	0	2%	0%	1%	-26%	2%	7%	0%
- O=C(C[n+]1ccc(-c2nnc3n2CCC3)cc1)c1ccc(Cl)c(Cl)c1
    -7%	-12%	11%	-4	-3%	-2%	6%	-20%	1%	-4%	3%
- Cc1ccc(-n2nnnc2-c2cnn(-c3ccc(F)cc3)c2C(F)(F)F)cc1
    ?	-72%	?	?	-8%	-8%	-1%	22µM*	-2%	-9%	0%
- O=C(NC1CCCC1)c1cc(-c2ccccc2O)on1
    12%	2.8µM*	?	1	6%	?	4.8µM*	-13%	-1%	13%	15µM*
- CCC1(Cc2ccccc2)NC(=O)c2ccccc2O1 (centres undefined)
    -14%	-19%	1%	9	1%	0%	3%	3%	-1%	9%	1%
- Cc1ccc(S(=O)(=O)N2CCCC2C(=O)NCCc2ccccc2)cc1 (centres undefined)
    -16%	-11%	0%	1	2%	-1%	0%	5%	-1%	-2%	-1%
- OCCc1c[nH]c2ccc(C(F)(F)F)cc12
    21%	-9%	-17%	0	2%	·	8%	0%	-24%	-6%	3%
- Nc1nnc(SCC(=O)Nc2cccc(S(=O)(=O)N3CCOCC3)c2)s1
    ·	-15%	?	0	-6%	1%	-12%	·	-7%	-4%	-1%
- CC(NC(=O)Cc1ccc([N+](=O)[O-])cc1)c1ccc2c(c1)OCO2 (centres undefined)
    25%	-2%	-3%	29	-4%	-4%	2%	15%	-9%	-6%	-2%
- O=C(NCCS(=O)(=O)N1CCN(c2cccc(Cl)c2)CC1)c1ccco1
    ·	1%	21%	5	-3%	-4%	0%	·	?	-3%	1%
- CCN(CC)c1ccc(/C=N/N2CCN(Cc3ccccc3Cl)CC2)cc1
    11%	-31%	-7%	2	-1%	-18%	3%	-2%	2%	-3%	0%
- Nc1cc(=O)[nH]c(SCC(=O)NC2CCCc3ccccc32)n1 (centres undefined)
    ?	20%	-5%	4	-1%	-1%	-2%	8%	-26%	-1%	2%
